ASAP1 inh: inhibitors of human ASAP1 ArfGAP activity; ASAP1-stimulated ARF1 GTP hydrolysis, GDP FP detection; inhibition, % at 16.5 µM; 0.19% of 360,000 active; AID 624377; in the data active = inhibition above about 25%;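 note: 0% = vehicle with enzyme and substrate and 100% = no enzyme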
SMARCA2 activ: activators of SMARCA2 function; MG213 cells, MMTV-luciferase reporter, dexamethasone, overnight; activation, % at 9.1 µM; 1% of 370,000 active; in the data active = activation above about 7.8%;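 note: 0% = vehicle wells and 100% = reference activator wells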
ARFGAP1 inhibitor: rat ARFGAP1 inhibition; inhibition, % at 16.5 µM; Q62848; 0.26% of 360,000 active; Arfgap1-stimulated ARF1 GTP hydrolysis, GDP FP detection; AID 651572;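 active = inhibition above a per-plate limit, mean inhibition of low control wells plus 3 SD, cut at about 25% in these data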;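 note: 0% = DMSO wells with enzyme and 100% = wells lacking Arfgap1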
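System: truncated rat Arfgap1 GAP domain / Medium: HEPES-based buffer, pH 7.5 / Also added: N-terminally truncated human ARF1-GTP substrate / Incubation: enzyme reaction 120 min at 25 °C after 20 min preincubation / Measured by: FP of antibody-bound GDP Alexa 633 tracer, ex 620/em 688 nm / Replicates: singlicate, each compound tested once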
NPR1 activator: GC-A (human) enzyme activation; P16066; HEK293 GC-A cells, cGMP TR-FRET, EC30 ANP; 0% at EC30 ANP, 100% saturating ANP; 0.14% of 370,000 active; activation, % at 10 µM; in the data active = activation above about 40%
NR1D1 modulator: modulators of human Rev-erb alpha DNA binding; Rev-erbα–FITC-DNA binding, fluorescence polarization, 90 min; activity, % at 10 µM; 0.79% of 370,000 active; AID 1259318;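 active = activity above about 14%, limit read from the data; passing the limit was not always enough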;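 note: 0% = DMSO wells with 35 nM protein and 100% = DMSO wells with 750 nM protein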
rCAG RNA binder: r(CAG) repeat RNA binding; TO-PRO-1 dye displacement fluorescence; inhibition, % at 3 µM; 1.3% of 370,000 active; AID 651821;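 active = inhibition above the plate cutoff, the mean of all test compounds on that plate plus 3 SD, cut at about 35% in these data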;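 note: 0% = DMSO alone and 100% = 100 µM mitoxantrone as full dye displacement; higher means more dye released from RNA so lower well fluorescence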
PG9 binder: PG9 antibody binding by small molecule. 0.43% of 360,000 active. AID 624416. TR-FRET gp120-PG9 antibody binding. inhibition, % at 6.7 µM; in the data active = inhibition above about 8.5%
ABHD4 inh: inhibitors of mouse ABHD4 | Q8VD66 | purified mABHD4, FP-Rh probe fluorescence polarization | inhibition, % at 8.92 µM | 0.54% of 370,000 active;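 active = inhibition exceeding the mean over every tested compound plus 3 SD, cut at about 30% in these data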;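 note: 0% = plate median of compound wells and 100% = S159A mutant with DMSO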
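Assay system: Wild-type mouse ABHD4 protein | Medium: HEPES pH 7.0 buffer, 150 mM NaCl, 0.01% Pluronic F-127 | Incubation: Enzyme–compound pre-incubation 45 min, then probe 60 min, both 25 °C | Technique: Fluorescence polarization with parallel and perpendicular emission, 525/598 nm | Evaluation: % inhibition of FP-Rh probe binding versus controls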
HTRA1 inh: HTRA1 (human) protease inhibition | Q92743 | recombinant HTRA1, FP-rhodamine activity-based probe, fluorescence polarization | inhibition, % at 5.96 µM | 0.5% of 340,000 active; in the data active = inhibition above about 36%;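 note: 0% = enzyme with DMSO and 100% = wells lacking enzyme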
NPR2 activator: GC-B (human) receptor activation | activation, % at 10 µM | 0.11% of 370,000 active | HEK293-GC-B cells, CNP EC30, cGMP TR-FRET; 0% at EC30 CNP, 100% saturating CNP;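 active = activation at 10 µM reaching about 35% in either raw or pattern-adjusted values, limit read from the data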
Target sequence (P20594 whole entry, looked up): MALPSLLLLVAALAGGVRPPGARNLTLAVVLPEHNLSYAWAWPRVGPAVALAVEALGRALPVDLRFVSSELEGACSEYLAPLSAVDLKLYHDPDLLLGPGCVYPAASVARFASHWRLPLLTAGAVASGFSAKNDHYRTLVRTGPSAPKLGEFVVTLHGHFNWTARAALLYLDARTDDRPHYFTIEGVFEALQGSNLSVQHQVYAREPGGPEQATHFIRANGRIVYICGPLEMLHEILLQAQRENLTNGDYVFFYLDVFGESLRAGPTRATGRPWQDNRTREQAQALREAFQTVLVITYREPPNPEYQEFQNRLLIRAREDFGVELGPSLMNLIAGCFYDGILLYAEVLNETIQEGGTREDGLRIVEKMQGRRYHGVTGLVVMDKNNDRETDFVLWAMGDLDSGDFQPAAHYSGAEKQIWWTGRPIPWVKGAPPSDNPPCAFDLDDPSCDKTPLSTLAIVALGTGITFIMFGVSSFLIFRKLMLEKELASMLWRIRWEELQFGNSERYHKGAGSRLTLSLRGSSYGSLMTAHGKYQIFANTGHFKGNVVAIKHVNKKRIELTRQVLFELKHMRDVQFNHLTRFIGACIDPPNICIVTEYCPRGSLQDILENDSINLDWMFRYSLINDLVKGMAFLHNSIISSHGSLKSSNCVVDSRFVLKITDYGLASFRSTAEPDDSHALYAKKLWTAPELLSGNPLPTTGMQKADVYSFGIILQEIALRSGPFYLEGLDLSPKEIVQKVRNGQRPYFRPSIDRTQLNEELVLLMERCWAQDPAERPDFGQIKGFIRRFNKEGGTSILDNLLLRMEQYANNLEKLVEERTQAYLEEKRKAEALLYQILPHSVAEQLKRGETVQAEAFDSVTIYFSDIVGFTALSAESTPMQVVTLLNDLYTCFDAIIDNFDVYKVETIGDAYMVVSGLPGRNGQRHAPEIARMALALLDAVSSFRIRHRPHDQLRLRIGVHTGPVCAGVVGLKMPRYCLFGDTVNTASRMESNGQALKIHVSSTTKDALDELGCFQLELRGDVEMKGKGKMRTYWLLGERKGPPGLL
Starred values were filed as active, the others as inactive; . = no result given.

SMILES,ASAP1 inh,SMARCA2 activ,ARFGAP1 inhibitor,NPR1 activator,NR1D1 modulator,rCAG RNA binder,PG9 binder,ABHD4 inh,HTRA1 inh,NPR2 activator
CCN(CC)C(=O)CC[C@H]1CC[C@]2(CCCN(Cc3ccccc3)C2)O1,.,0,.,2,3,-2,.,3,.,-8
CC(=O)c1c(N)n(C)c(=O)n(C)c1=O,4,-2,2,2,5,3,-1.6,-6,6,-5
Cc1ccc(N2C(=O)/C(=C\c3ccco3)SC2=S)cc1,6,0,9,-10,4,19,-0.4,16,22,0
O=C(O)c1cccc(Nc2nc(-c3cc4ccccc4oc3=O)cs2)c1,8,4,2,5,-7,33,-0.2,30*,1,5
COCCn1c(SCC(=O)N2CCCc3ccccc32)nnc1-c1ccoc1C,5,-8,5,-3,6,-3,3.8,2,10,-2
NC(N)=N/N=C/c1ccccc1OC(F)F,-1,2,-9,3,-1,7,-0.5,-2,2,-3
O=c1[nH]c(Nc2ccccc2Cl)cc2ccccc12,48*,3,29*,-3,-11,2,-0.5,8,7,-3
Cc1cc(C)c(/C=N/NC(N)=O)c(C)c1/C=N/NC(N)=O,7,0,9,3,3,-1,0.0,3,1,3
CC(=O)CC[C@H]1CC[C@]2(CCCN(S(=O)(=O)c3ccccc3)C2)O1,.,-3,.,1,2,-1,.,-3,.,7
Cc1sc2ncnc(N(C)Cc3cccs3)c2c1C,-3,-1,0,-2,2,-4,-1.5,-5,-6,2
CC(=O)Nc1ccc(-c2nc(C)c(C(C)=O)n2O)cc1,12,-3,-2,3,1,-1,-3.8,3,2,-3
CCCOC(=O)C1=C(C)NC2=C(C(=O)C(C(=O)OC)C(C)C2)C1c1ccc(N(CC)CC)cc1 (configuration not stated),2,-3,5,-11,2,6,1.7,0,15,-10
COc1cccc(NC(=O)CN(C)C(=O)CC2CCCCC2)c1,-10,0,-5,-3,2,-3,0.8,-1,1,2
O=C(Nc1ccccc1N1CCN(C(=O)c2ccccc2)CC1)c1ccco1,-2,2,16,-5,-25,-4,-2.4,4,-1,2
Cc1onc(-c2ccc(Cl)cc2)c1-c1ccn(S(=O)(=O)c2ccccc2Cl)n1,.,-1,.,-5,6,3,.,-7,.,-6
Cc1cc(C(=O)Nc2ccccc2C)n(-c2ccccc2)n1,-1,-2,-5,6,-3,-1,-0.3,0,-1,-2
CC1(C)C2(C#N)C(=O)NC(=O)C12C#N (configuration not stated),-3,-3,-10,1,-5,2,-1.1,8,3,-3
Cc1ccc(S(=O)(=O)NC(=O)c2ccccc2)cc1C(C)C,3,-3,12,-1,5,6,1.6,0,-3,2
N#CC(C(=O)OC1CCCCC1)c1nc2ccccc2nc1N1CCOCC1 (configuration not stated),8,-1,-5,4,10,-3,-1.3,7,1,-2
Cc1cc(C)nc(NC(N)=NCCc2c[nH]c3ccccc23)n1,5,-7,9,8,-2,16,0.7,1,0,8
CCCCn1c(SCC(=O)Nc2cc(C)on2)nnc1-c1cccs1,-4,-4,2,-1,4,-6,0.1,0,-5,4
COc1ccccc1C(=O)OCc1c(-c2ccccc2)ncc2ccccc12,-3,-1,-3,2,5,3,1.5,-3,-56,-1
COc1ccc(NC(=O)Nc2cc(NC(=O)Nc3ccc(OC)cc3)c(C)nc2C)cc1,-4,2,23,2,5,3,-1.2,-2,-1,0
Cc1cc(C(=O)Cn2nnc3ccccc3c2=O)c(C)n1-c1ccccc1F,3,-3,4,7,2,-5,-1.6,2,-43,4
O=C(Nc1ccccc1)c1ccncc1,4,-2,-8,3,4,1,0.5,5,5,5
COc1ccc(CN=C(NS(=O)(=O)c2cccs2)SC)cc1,7,-1,16,1,-3,1,0.0,2,3,0
CCc1ccc(NC(=O)C(=O)NCCN2CCN(S(=O)(=O)c3ccccc3)CC2)cc1,-3,0,-10,5,-2,0,2.1,-1,7,1
CNS(=O)(=O)c1cccc(C(=O)OCC(=O)c2cc3ccccc3o2)c1,1,0,16,4,8,9,0.7,0,-3,2
N#CC1(NC(=O)CSc2nnc(COc3ccccc3F)n2N)CCCCC1,0,0,2,-1,1,-3,0.8,5,-2,2
CC(C)CN(CC(C)C)S(=O)(=O)N1CCC(C(=O)NCc2cccs2)CC1,-2,-2,-5,-7,6,-10,-2.2,0,-5,-1
COc1ccc(C(=O)CN2C(=O)c3ccccc3C2=O)cc1,-11,0,-2,6,2,-3,-0.5,6,.,5
CC(OC(=O)c1ccc(S(=O)(=O)NCc2ccco2)cc1)C(=O)Nc1ccc(Cl)cn1 (configuration not stated),5,-3,5,0,-1,6,-1.1,-16,-9,-4
OCCN1CCN(CCSc2ccccc2)CC1,-2,1,-3,0,-5,0,1.8,4,0,3
COCCCn1c(=O)c2ccccc2n(CC(=O)NC2CCCC2)c1=O,-7,-2,1,1,0,1,-0.6,-6,7,0
CCN(CC)CC(O)c1cccn1-c1ccc(CNC(=O)NC(C)C)cc1 (configuration not stated),-2,0,1,2,-1,-1,4.7,4,10,-1
CC(=O)Nc1cccc(NC(=O)Cc2nc(-c3ccccc3)sc2-c2ccc(C)cc2)c1,-2,0,12,1,5,9,-2.3,-46,-47,-6
Cc1cc(Cl)ccc1Oc1ncc(-c2ccc(Cl)cc2)cn1,-4,1,2,1,24*,2,-1.6,0,0,7
COc1cccc(-n2nnnc2SCC(=O)Nc2ccc(NC(C)=O)cc2)c1,-7,3,10,-6,1,-3,-2.7,3,-4,5
Cc1ccc(CN2C(=O)c3ccccc3C2c2nnnn2C(C)C)cc1 (configuration not stated),-1,-1,-11,-2,2,1,1.8,1,.,0
COc1ccc(N=C2C(=Nc3ccc(OC)cc3)N(c3ccc(OC)cc3)C(=S)N2C(=O)c2ccc(OC)cc2)cc1,-6,1,0,-1,0,6,-2.2,-7,7,3
O=C(Nc1ccccc1N1CCCCC1)c1ccccc1F,-14,1,9,-1,1,-6,0.7,-3,-14,-1
O=[N+]([O-])c1cc(-c2ncccn2)cs1,-4,3,4,-4,-2,2,-2.9,-3,8,-2
Cc1cc(C)cc(OCc2nnc(SCC(=O)N3CCN(c4ccccc4)CC3)o2)c1,5,-1,-4,1,0,-1,-1.7,-4,-2,-1
COc1cc2c3c([nH]c2cc1F)C(=O)NCC3,5,0,-8,3,-3,3,0.6,-1,0,-2
CC(C)C1C(=O)N(Cc2cn(CC3CCCCC3)nn2)CCS(=O)(=O)N1Cc1ccc(-c2ccccc2)cc1 (configuration not stated),-1,-6,-3,-6,-2,15,-0.8,-5,-47,-1
CCC(=O)Nc1ccc(-c2nnc(SCC(=O)Nc3nccs3)n2C)cc1,-6,-3,8,-1,-3,3,-0.3,-3,4,1
O=c1[nH]c(=O)c2cn[nH]c2[nH]1,7,2,-7,3,-2,3,-1.4,1,3,4
O=S(=O)(c1ccc2nc(Cc3cccc(C(F)(F)F)c3)[nH]c2c1)N1CCOCC1,12,-3,3,1,0,-3,-0.7,-9,0,8
O=C(O)c1ccc(CNC(=O)C2CCN(S(=O)(=O)c3ccc4c(c3)OCCO4)CC2)cc1,4,0,-9,2,-5,4,-1.2,3,0,9
COCCCN1C(=O)C(CC(=O)NCc2cccc3ccccc23)CC(C(=O)N(C(C)C)C(C)C)=C1C (configuration not stated),11,-4,-2,-1,2,1,2.2,-11,.,5

Brought forward from above: 2 entries; new compounds follow.
SMILES,ASAP1 inh,SMARCA2 activ,ARFGAP1 inhibitor,NPR1 activator,NR1D1 modulator,rCAG RNA binder,PG9 binder,ABHD4 inh,HTRA1 inh,NPR2 activator
O=C(O)c1ccc(CNC(=O)C2CCN(S(=O)(=O)c3ccc4c(c3)OCCO4)CC2)cc1,4,0,-9,2,-5,4,-1.2,3,0,9
COCCCN1C(=O)C(CC(=O)NCc2cccc3ccccc23)CC(C(=O)N(C(C)C)C(C)C)=C1C (configuration not stated),11,-4,-2,-1,2,1,2.2,-11,.,5
Cc1ccc([N+](=O)[O-])cc1NC(=O)CN(C(=O)c1ccccc1Cl)C1CCCCC1,-15,-3,2,-4,1,2,-1.5,-3,-16,3
CC1CCN(C(=O)COC(=O)Cc2ccc(Br)cc2)CC1,0,-1,8,7,0,1,-0.4,0,-3,-1
O=[N+]([O-])c1ccc2c(c1)C=C1CCCCC1(N1CCCC1)O2 (configuration not stated),-9,0,0,0,-4,-2,-1.1,-3,0,1
O=C(Nc1nnc(S(=O)(=O)N2CCCCCC2)s1)c1ccc(Br)cc1,-5,0,1,5,3,5,-1.2,-1,-7,6
Cc1onc(-c2c(Cl)cccc2Cl)c1C(=O)c1ccc(F)cc1,-9,0,-4,0,2,-8,-0.7,-1,.,4
CN(C)c1ccc(/C=C2\C(=N)N3N=C(CC(=O)N4CCCC4)SC3=NC2=O)cc1Br,-2,3,-7,1,-1,16,-1.2,-7,1,5
O=c1cc(NCCc2ccccc2)c2ccccc2o1,1,2,7,-1,4,-2,-2.6,-13,-8,7
CC(C)c1ccc(CC(=O)N2CCC2(C)C(=O)Nc2ccc3c(c2)OCCO3)cc1 (configuration not stated),0,-2,-5,0,-3,-1,-1.5,-7,.,1
CCc1ccccc1NC(=S)Nn1cnnc1,-2,2,1,4,-11,0,-1.8,5,1,4
CC(C)(C)NC(=O)C(c1cc2ccccc2o1)n1c(-c2ccc(-c3ccccc3)cc2)nc2ccccc21 (configuration not stated),6,2,8,30,-2,6,0.2,-12,.,21
